Tb PFK inh – qHTS Assay to Find Inhibitors of T. brucei phosphofructokinase; ATP-dependent 6-phosphofructokinase (Trypanosoma brucei brucei), O15648; T. brucei PFK, ADP-Glo luminescence; Potency, µM (series often up to 57.5 µM), without a hit: at the highest dose activity, negative = inhibition, hits mostly inhibitors; actives 0.17% (n = 330,000); AID 485367, 2010;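 note: potency is the fitted concentration of half-maximal effect; 0% = uninhibited 1x PFK enzyme wells and -100% = no-enzyme wells; nearly all actives have a fitted effect of over 60% in size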
Target sequence (O15648 whole entry, looked up): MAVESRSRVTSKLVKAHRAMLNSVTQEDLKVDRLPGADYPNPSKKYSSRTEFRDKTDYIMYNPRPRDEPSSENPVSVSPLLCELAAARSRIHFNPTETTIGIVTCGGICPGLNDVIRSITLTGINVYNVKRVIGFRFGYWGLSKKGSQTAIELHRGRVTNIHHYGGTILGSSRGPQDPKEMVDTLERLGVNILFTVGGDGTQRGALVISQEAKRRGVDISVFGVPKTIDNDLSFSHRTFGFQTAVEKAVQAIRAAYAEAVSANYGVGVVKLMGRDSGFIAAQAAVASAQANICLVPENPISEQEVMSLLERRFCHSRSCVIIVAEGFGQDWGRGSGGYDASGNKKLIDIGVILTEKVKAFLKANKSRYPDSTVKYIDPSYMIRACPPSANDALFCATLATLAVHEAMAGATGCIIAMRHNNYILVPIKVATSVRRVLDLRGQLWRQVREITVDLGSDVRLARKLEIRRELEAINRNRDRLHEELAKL
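PFK 1.25 nM, F6P 0.5 mM, ATP 0.1 mM, 0.1 M TEA pH 8.0, 5 mM MgCl2, 0.01% Tween20, 0.1% BSA; 45 min RT. ADP-Glo readout. qHTS titration up to 57 uM; curves fitted, compounds curve-classed.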
KCNH2 3.1 inh – qHTS for Inhibitors of KCHN2 3.1: Mutant qHTS. actives 0.95% (n = 340,000). AID 720553, 2013. activity change, % (tested at about 1.8 µM). U2OS KCNH2 3.1, thallium flux FluxOr; stronger effect = lower value. Potassium voltage-gated channel subfamily H member 2, brain isoform KCNH2 3.1 (human);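 active = maximum activity change below -70%; inconclusive = maximum activity change from -70% to -50%; inactive = maximum activity change above -50%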;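 note: thallium influx rate constant from kinetic fluorescence after stimulation buffer; % is set by controls: 0 for no effect and ±100 for the full control effect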
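Steps: virus added to U2OS suspension (4 h, RT, dark); medium with 10% FBS added, cells plated, 37 C overnight; FluxOr/Red40 loading buffer 45 min RT; stimulation buffer, 2 min kinetic read; rate constant normalized.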
RORgamma inh – qHTS for inhibitors of ROR gamma transcriptional activity; Nuclear receptor ROR-gamma (Mus musculus), P51450; Drosophila S2 Gal4-RORgamma UAS-luciferase reporter, 20 h; Potency, µM (top dose mostly 53.6 µM), inactives show at the top dose activity change, negative = inhibition, usual class: inhibitors; actives 5.4% (n = 310,000); note: potency is the fitted concentration of half-maximal effect; % is set by controls: 0 for no effect and ±100 for the full control effect; nearly all actives have a fitted effect of over 60% in size
Target sequence (P51450 whole entry, looked up, the tested form may be a part): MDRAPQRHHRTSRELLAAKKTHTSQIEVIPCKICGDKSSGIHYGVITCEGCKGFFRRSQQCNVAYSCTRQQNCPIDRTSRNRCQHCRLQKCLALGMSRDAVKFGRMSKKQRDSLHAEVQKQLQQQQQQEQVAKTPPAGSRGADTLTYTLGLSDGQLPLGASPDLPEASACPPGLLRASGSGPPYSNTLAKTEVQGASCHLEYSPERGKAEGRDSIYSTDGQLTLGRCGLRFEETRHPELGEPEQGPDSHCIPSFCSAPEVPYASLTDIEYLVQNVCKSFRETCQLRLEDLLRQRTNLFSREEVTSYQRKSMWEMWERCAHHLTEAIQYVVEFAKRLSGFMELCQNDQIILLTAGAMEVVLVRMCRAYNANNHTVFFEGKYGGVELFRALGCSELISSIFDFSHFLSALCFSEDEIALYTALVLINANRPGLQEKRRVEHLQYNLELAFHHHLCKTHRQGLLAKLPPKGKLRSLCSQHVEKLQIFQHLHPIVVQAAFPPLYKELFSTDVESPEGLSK
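Read-out: Photinus luciferase luminescence; inhibitors lower reporter signal. Insect Schneider cells with Gal4-ROR gamma fusion under metallothionein promoter, UAS reporter; 700 uM final copper sulfate induction, 20 hr, ambient temperature.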
Rab9 promoter act – qHTS Assay for Rab9 Promoter Activators; actives 2.8% (n = 320,000); Potency, µM (highest dose often 9.22 µM), for the others: at the top dose activation, negative = inhibition, most hits filed as activators; Huh7 Rab9 promoter-luciferase reporter, luminescence, 24 h; note: potency is the fitted concentration of half-maximal effect; % of control where 0% means no effect; nearly all actives have a fitted effect of over 60% in size
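Luciferase signal after 10 min detection reagent at ambient indicates Rab9 promoter upregulation; stably transfected Huh7 cells were treated 24 h with compound in DMSO at 37 °C, 5% CO2.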
FLuc counter – qHTS profiling assay for firefly luciferase inhibitor/activator using purifed enzyme and Km concentrations of substrates (counterscreen for miR-21 project) | Luciferin 4-monooxygenase (Photinus pyralis), P08659 | Potency, µM (series often up to 57.5 µM), for inactives: at the highest dose activity change, negative = inhibition, most hits filed as inhibitors | purified FLuc, Km substrates, luminescence inhibition | AID 588342, 2011 | actives 6.9% (n = 360,000);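 note: potency is the fitted concentration of half-maximal effect; plate controls were vehicle for no effect and reference inhibitor for full effect; nearly all actives have a fitted effect of over 55% in size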
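Biochemical qHTS of compounds, final roughly 60 µM downward over six points, against 10 nM purified firefly luciferase using Km concentrations of substrates (10 uM D-luciferin, 10 uM ATP) in Tris acetate pH 7.5 buffer; luminescence output.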
ELG1 genotox – qHTS screen for small molecules that induce genotoxicity in human embryonic kidney (HEK293T) cells expressing luciferase-tagged ELG1; HEK293T ELG1-luciferase reporter, luminescence, 16 h; Potency, µM (top dose mostly 46 µM), for inactives: top-dose activity change, positive = activation, most hits filed as activators; actives 1.3% (n = 330,000); AID 504466, 2011; note: potency is the fitted concentration of half-maximal effect; % of control where 0% means no effect; nearly all actives have a fitted effect of over 60% in size
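Reporter readout depends on ELG1 protein level, which increases with genetic stress. After 16 hr compound exposure at 37 °C, luciferase activity was quantified using ONE-Glo.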
Coupling enz – qHTS Assay for Inhibitors of Fructose-1,6-bisphosphate Aldolase from Giardia Lamblia: Coupling assay counterscreen; coupling enzyme system counterscreen, AmpLite Red fluorescence; activity change, negative = inhibition, % at 58.2 µM, hits read low; actives 0.67% (n = 290,000); AID 2472, 2010; in the data active = activity change below about -30%; note: % is set by controls: 0 for no effect and ±100 for the full control effect
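Activity here indicates interference with the coupling reaction, not aldolase inhibition. Compounds at 57.5 uM final met coupling enzymes for 10 min at RT; substrate and AmpLite Red detection followed, with a 525/598 nm fluorescence read after 20 min.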
uPA generation – qHTS for Inhibitors of Cell Surface uPA Generation; Potency, µM (top dose mostly 38.3 µM), for the others: at the highest dose activity change, negative = inhibition, hits mostly inhibitors; cell surface uPA generation assay, qHTS; actives 0.31% (n = 330,000); active = well fitted inhibition curve with a large enough effect; inconclusive = small, poorly fitted or top-dose-only effect; inactive = no such curve, though single readings can be large or run the other way; tested in mouse RAW 264.7 cells; note: potency is the fitted concentration of half-maximal effect; % is set by controls: 0 for no effect and ±100 for the full control effect; nearly all actives have a fitted effect of over 55% in size
NPC1 promoter act – qHTS Assay for NPC1 Promoter Activators; AID 485313, 2010; Potency, µM (titrated, usually from 9.22 µM), inactives show top-dose activation, hits mostly activators; Huh7 NPC1 promoter luciferase reporter, 24 h; actives 2.4% (n = 320,000);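 note: potency is the fitted concentration of half-maximal effect; % of control where 0% means no effect; nearly all actives have a fitted effect of over 60% in size; reporter is driven by a mutant NPC1 promoter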
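In 1536-well qHTS, Huh7 cells harboring an NPC1 promoter–luciferase construct received compound for 24 h; activation was quantified by luminescence following luciferase reagent addition.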
VP16 counter – VP16 counterscreen qHTS for inhibitors of ROR gamma transcriptional activity; Potency, µM (highest dose often 53.6 µM), without a hit: top-dose activity, negative = inhibition, usual class: inhibitors; actives 3.5% (n = 310,000); Drosophila S2 Gal4-VP16 UAS-luciferase, luminescence, 20 h;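 note: Gal4-VP16 expression switched on by copper sulfate through the metallothionein promoter; potency is the fitted concentration of half-maximal effect; % is set by controls: 0 for no effect and ±100 for the full control effect; nearly all actives have a fitted effect of over 50% in size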
Giardia killer – Small Molecules that selectively kill Giardia lamblia: qHTS. actives 0.15% (n = 340,000). activity change, % at 7.66 µM, hits read low. Giardia lamblia trophozoite viability; in the data active = activity change below about -80%; inconclusive = between about -30% and that limit;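 note: parasites exposed to compound for two days anaerobically before the ATP read; % is set by controls: 0 for no effect and ±100 for the full control effect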
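Compounds were tested on trophozoites seeded at 100 cells/well and held 48 hrs at 37 deg C anaerobically. An ATP-based luminescent kit measured the remaining live cells.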
* = called active by the depositor; ? = inconclusive; . = no result given; & = joins results of further samples; [ ] = another dose, or the depositor's remark. Unless noted, calls come from the whole dose curve; as a rule, active = well fitted curve in the direction sought with a large enough effect; inconclusive = small, poorly fitted or top-dose-only effect, or another doubt; inactive = no such curve, though single readings can be large; an effect the other way counts as inactive or inconclusive.

Field names – A = Tb PFK inh; B = KCNH2 3.1 inh; C = RORgamma inh; D = Rab9 promoter act; E = FLuc counter; F = ELG1 genotox; G = Coupling enz; H = uPA generation; I = NPC1 promoter act; J = VP16 counter; K = Giardia killer
Cc1ccc(/C([O-])=C(/C(=S)NCc2ccccc2)[n+]2cccc(CO)c2)cc1[N+](=O)[O-]
  A: -7%	B: 2	C: -6%	D: 1%	E: -13%	F: -10%	G: -7	H: -1%	I: -1%	J: 11%	K: 10

COc1ccc2c(CC(=O)Nc3ccc(OC)nc3)coc2c1
  A: 2%	B: -2	C: 42%	D: -1%	E: -14%	F: -4%	G: -1	H: -2%	I: 0%	J: 7%	K: -17

CN(C)C(=O)c1ccc(NC(=O)c2ccccc2SCC(=O)N2CCCC2)cc1
  A: -1%	B: 1	C: .	D: -3%	E: -12%	F: 5%	G: .	H: 2%	I: 1%	J: .	K: 5

CC(C)n1c(N2CCN(C(=O)Nc3ccccc3)CC2)nc2ccccc21
  A: 2%	B: 6	C: 23%	D: 16%	E: 3%	F: -1%	G: .	H: -1%	I: 2%	J: 7%	K: 15

O=C(Nc1cccnc1)c1ccc(-c2cc(Cl)ccc2Cl)o1
  A: -1%	B: -13	C: -13%	D: 4%	E: 17µM*	F: -8%	G: 0	H: -1%	I: 0%	J: 6%[10 µM]	K: 4

c1ccc(OCc2ccc(CCCN3CCOCC3)cc2)cc1
  A: 0%	B: 2	C: -7%&20%	D: 16%	E: -18%	F: 2%	G: .	H: 6%	I: 16%	J: -12%&-2%	K: -4

COCCNC(=O)Cn1cnc2sc(C)c(S(=O)(=O)N3CCC(C)CC3)c2c1=O
  A: -14%	B: 0	C: -19%	D: 0%	E: -1%	F: -1%	G: 3	H: 3%	I: -1%	J: -3%	K: 3

CCCN(Cc1nc2cc(Cl)ccc2c(=O)[nH]1)C(=O)c1ccc(S(=O)(=O)N2CCCC2)cc1
  A: 7%	B: 9	C: .	D: -9%	E: .	F: -2%	G: .	H: 12%	I: -2%	J: .	K: -9

Cc1ccc(/C=N/Nc2nc(C(C)(C)C)cs2)o1
  A: 2%	B: 1	C: -38%	D: ?	E: 13µM*	F: ?	G: -1	H: 0%	I: ?	J: -3%	K: -6

CC(C)(C)c1ccc(-c2noc(CCC(=O)N3CCOCC3)n2)cc1
  A: -3%	B: -1	C: ?	D: 1.8µM*	E: 2.4µM*	F: ?	G: -10	H: -11%	I: ?	J: ?	K: -27

CN(Cc1ccccc1)C(=O)c1ccc(COc2ccccc2)cc1
  A: 1%	B: 7	C: ?	D: -1%	E: -11%	F: -3%	G: 4	H: 9%	I: -5%	J: -11%	K: 10

CCNS(=O)(=O)c1ccc(OCCNS(C)(=O)=O)cc1
  A: -2%	B: 13	C: 0%	D: 0%	E: -1%	F: -4%	G: 0	H: -18%	I: 4%	J: -8%	K: 15

O=C(NC(=O)c1c(F)cccc1F)Nc1ccccc1SC(F)F
  A: 6%	B: -25	C: 14%	D: 1%	E: -6%	F: 3%	G: 1	H: -1%	I: 1%	J: -3%	K: -10

O=C(CSc1nnc(-c2ccccc2)n1Cc1ccccc1)NC1CC1
  A: -2%	B: -30	C: 9%	D: -8%	E: 11%	F: 3%	G: 4	H: -7%	I: -2%	J: 5%	K: -3

O=C(Cc1c[nH]c2ccccc12)NNC(=O)c1ccccc1
  A: -3%	B: -11	C: 18%	D: -2%	E: -2%	F: 0%	G: 0	H: 0%	I: -6%	J: -3%	K: 20

Further structures.
Field names – A = Tb PFK inh; B = KCNH2 3.1 inh; C = RORgamma inh; D = Rab9 promoter act; E = FLuc counter; F = ELG1 genotox; G = Coupling enz; H = uPA generation; I = NPC1 promoter act; J = VP16 counter; K = Giardia killer
C=CCN1C(=O)c2ccc(C(=O)N(CC(C)C)c3c(N)n(CCCC)c(=O)[nH]c3=O)cc2C1=O
  A: 5%	B: -147*	C: .	D: 0%	E: 5%	F: 0%	G: .	H: -2%	I: 0%	J: .	K: 14

COc1ccc(C(=O)O/N=C(\N)c2ccccn2)c(OC)c1
  A: -8%	B: 1	C: ?	D: 0.5µM*	E: 2.7µM*	F: 1.5µM*	G: 2	H: -29%	I: 0.5µM*	J: ?	K: -2

COc1ccc(-c2c3c(=O)n(C)c(=O)n(C)c3cn2-c2ccccc2)cc1
  A: -5%	B: 11	C: ?	D: -5%	E: -2%	F: 1%	G: -2	H: -2%	I: 0%	J: -2%	K: -11

CCOC(=O)Cc1csc(NC(=S)NC(=O)c2ccc(F)cc2)n1
  A: 0%	B: .	C: 11µM*	D: 5%	E: ?	F: -1%	G: -1	H: -1%	I: -2%	J: ?	K: -2

Structural class: the compounds so far containing four or more nitrogen atoms.
Field names – A = Tb PFK inh; B = KCNH2 3.1 inh; C = RORgamma inh; D = Rab9 promoter act; E = FLuc counter; F = ELG1 genotox; G = Coupling enz; H = uPA generation; I = NPC1 promoter act; J = VP16 counter; K = Giardia killer
CC(C)n1c(N2CCN(C(=O)Nc3ccccc3)CC2)nc2ccccc21
  A: 2%	B: 6	C: 23%	D: 16%	E: 3%	F: -1%	G: .	H: -1%	I: 2%	J: 7%	K: 15

COCCNC(=O)Cn1cnc2sc(C)c(S(=O)(=O)N3CCC(C)CC3)c2c1=O
  A: -14%	B: 0	C: -19%	D: 0%	E: -1%	F: -1%	G: 3	H: 3%	I: -1%	J: -3%	K: 3

CCCN(Cc1nc2cc(Cl)ccc2c(=O)[nH]1)C(=O)c1ccc(S(=O)(=O)N2CCCC2)cc1
  A: 7%	B: 9	C: .	D: -9%	E: .	F: -2%	G: .	H: 12%	I: -2%	J: .	K: -9

O=C(CSc1nnc(-c2ccccc2)n1Cc1ccccc1)NC1CC1
  A: -2%	B: -30	C: 9%	D: -8%	E: 11%	F: 3%	G: 4	H: -7%	I: -2%	J: 5%	K: -3

C=CCN1C(=O)c2ccc(C(=O)N(CC(C)C)c3c(N)n(CCCC)c(=O)[nH]c3=O)cc2C1=O
  A: 5%	B: -147*	C: .	D: 0%	E: 5%	F: 0%	G: .	H: -2%	I: 0%	J: .	K: 14

One compound at a time, as listed above.
Record of COc1ccc(C(=O)O/N=C(\N)c2ccccn2)c(OC)c1 = Tb PFK inh: -8%; KCNH2 3.1 inh: 1; RORgamma inh: ?; Rab9 promoter act: 0.5µM*; FLuc counter: 2.7µM*; ELG1 genotox: 1.5µM*; Coupling enz: 2; uPA generation: -29%; NPC1 promoter act: 0.5µM*; VP16 counter: ?; Giardia killer: -2
Record of COc1ccc(-c2c3c(=O)n(C)c(=O)n(C)c3cn2-c2ccccc2)cc1 = Tb PFK inh: -5%; KCNH2 3.1 inh: 11; RORgamma inh: ?; Rab9 promoter act: -5%; FLuc counter: -2%; ELG1 genotox: 1%; Coupling enz: -2; uPA generation: -2%; NPC1 promoter act: 0%; VP16 counter: -2%; Giardia killer: -11
